FBW7 act – FBW7 E3 ligase activators, primary screen, biochemical, AlphaScreen, human. normalized activity (activation), % at 26.1 µM. F-box/WD repeat-containing protein 7 (Homo sapiens), Q969H0. AID 1259310, 2017. 650,000 tested, 0.13% active. AlphaScreen FBW7–phospho-cyclin E peptide binding, activator screen; in the data active means normalized activity above about 1.9%;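 further: purified mutant Fbw7 with reduced substrate affinity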
Target sequence (Q969H0 whole entry, looked up): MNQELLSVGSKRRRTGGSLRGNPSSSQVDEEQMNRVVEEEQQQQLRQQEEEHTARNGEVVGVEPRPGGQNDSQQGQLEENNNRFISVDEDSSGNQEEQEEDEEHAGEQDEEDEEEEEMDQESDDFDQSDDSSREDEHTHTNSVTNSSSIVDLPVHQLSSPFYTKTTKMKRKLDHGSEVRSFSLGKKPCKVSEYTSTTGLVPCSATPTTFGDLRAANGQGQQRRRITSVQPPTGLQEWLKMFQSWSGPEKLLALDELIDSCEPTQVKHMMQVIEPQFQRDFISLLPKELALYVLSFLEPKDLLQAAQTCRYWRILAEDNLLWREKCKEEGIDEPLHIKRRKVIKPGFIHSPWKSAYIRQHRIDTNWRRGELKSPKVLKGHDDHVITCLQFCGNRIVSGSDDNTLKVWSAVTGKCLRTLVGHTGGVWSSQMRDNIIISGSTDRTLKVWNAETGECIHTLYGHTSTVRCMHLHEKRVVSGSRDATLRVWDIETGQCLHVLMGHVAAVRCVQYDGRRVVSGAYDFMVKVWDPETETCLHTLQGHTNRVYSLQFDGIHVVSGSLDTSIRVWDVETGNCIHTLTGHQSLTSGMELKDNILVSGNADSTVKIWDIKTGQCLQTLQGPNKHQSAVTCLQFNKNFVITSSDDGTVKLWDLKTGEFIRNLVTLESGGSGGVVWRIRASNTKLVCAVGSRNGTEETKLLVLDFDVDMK
MITF primary – MITF inhibitors, primary screen, biochemical, AlphaScreen, human | Microphthalmia-associated transcription factor (Homo sapiens), O75030 | AlphaScreen MITF homodimerization, bead proximity signal | inhibition, % at 2.6 µM | 650,000 tested, 0.91% active | AID 1259374, 2018; in the data active means inhibition above about 50%;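 further: 0% = vehicle wells with protein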
GPR151 ag – activators of human GPR151, primary screen, cell-based, PathHunter beta-arrestin, luminescence; G-protein coupled receptor 151 (Homo sapiens), Q8TDV0; PathHunter beta-arrestin GPR151 cells; activation, % at 11.2 µM; 650,000 tested, 1% active; in the data active means activation above about 4.9%;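 further: 0% = median of compound wells and 100% = cells with positive control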
Target sequence (Q8TDV0 whole entry, looked up): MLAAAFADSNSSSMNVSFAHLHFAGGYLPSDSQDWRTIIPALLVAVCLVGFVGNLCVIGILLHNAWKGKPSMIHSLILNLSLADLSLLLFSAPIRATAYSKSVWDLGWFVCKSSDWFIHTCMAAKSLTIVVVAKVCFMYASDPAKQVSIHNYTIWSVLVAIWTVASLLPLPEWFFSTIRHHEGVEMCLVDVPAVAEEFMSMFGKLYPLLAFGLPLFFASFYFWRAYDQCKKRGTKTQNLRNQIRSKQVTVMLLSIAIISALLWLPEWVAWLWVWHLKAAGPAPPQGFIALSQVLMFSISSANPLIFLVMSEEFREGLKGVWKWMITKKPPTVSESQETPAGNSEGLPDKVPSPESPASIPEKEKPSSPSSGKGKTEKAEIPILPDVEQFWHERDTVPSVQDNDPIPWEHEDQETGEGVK
TEAD-YAP block – TEAD-YAP interaction inhibition, primary screen, TEAD-YAP interaction inhibitor project, luminescence, HEK-TIYL cells; AID 1259422, 2018; TEAD-Gal4/YAP UAS-luciferase luminescence; 640,000 tested, 1.4% active; inhibition, % at 9.12 µM; in the data active means inhibition above about 32%;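 further: 0% = median of test compound wells and 100% = reference inhibitor wells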
An asterisk follows results filed as active; & = joins results of further samples.

Sample of the layout, 5 compounds:
The line under a structure holds: TEAD-YAP block, MITF primary, GPR151 ag, FBW7 act
> Cc1c(C(=O)NCc2ccco2)sc2ncn(CC(=O)Nc3cccc(C(F)(F)F)c3)c(=O)c12
  5, 2, 2.0, 0.1
> COc1ccc(CN2CCNC(=O)C2CC(=O)N(C)Cc2ncc(C)[nH]2)cc1OC (configuration not stated)
  3, -18, 0.4, 0.1
> CC(C)(C)C1CCC2(CC1)NC(=O)N(CC(=O)Nc1cc(F)ccc1F)C2=O (configuration not stated)
  -6, -2, -2.5, -0.3
> Clc1ccccc1CSc1nnc(-c2ccncc2)o1
  -45, -2, 0.0, 0.0
> CC(C)(C)NC(=O)CN(c1ccc2c(c1)OCO2)S(C)(=O)=O
  5, 10, 0.5, 0.2

The list itself, previewed entries included:
The line under a structure holds: TEAD-YAP block, MITF primary, GPR151 ag, FBW7 act
> Cc1c(C(=O)NCc2ccco2)sc2ncn(CC(=O)Nc3cccc(C(F)(F)F)c3)c(=O)c12
  5, 2, 2.0, 0.1
> COc1ccc(CN2CCNC(=O)C2CC(=O)N(C)Cc2ncc(C)[nH]2)cc1OC (configuration not stated)
  3, -18, 0.4, 0.1
> CC(C)(C)C1CCC2(CC1)NC(=O)N(CC(=O)Nc1cc(F)ccc1F)C2=O (configuration not stated)
  -6, -2, -2.5, -0.3
> Clc1ccccc1CSc1nnc(-c2ccncc2)o1
  -45, -2, 0.0, 0.0
> CC(C)(C)NC(=O)CN(c1ccc2c(c1)OCO2)S(C)(=O)=O
  5, 10, 0.5, 0.2
> CCc1nc2nc(C)cc(N3CCN(C4CCCCC4)CC3)n2n1
  -2, -24, 1.0, 0.0
> CCc1ccc(C2CC(c3ccccc3)n3nnnc3N2)cc1 (configuration not stated)
  3, 3, 2.2, -0.1
> Cc1ccc(-c2nnn(CC(=O)Nc3nn(-c4ccccc4)nc3C(N)=O)n2)cc1
  -7, 9, -0.1, 0.2
> Cc1ccc(C(=O)N[C@H]2C[C@H]3C(=O)N[C@@H](CO)C(=O)N3C2)cc1F
  -4, 18, -1.3, 0.5
> CC1(C)CC2CC(C)(CN2C(=O)c2cnn3c(C(F)(F)F)cc(-c4cccs4)nc23)C1 (configuration not stated)
  -11, -5, -0.6, 0.0
> COc1ccc(N=Cc2c(O)n(-c3ccc(OC)cc3)c(=O)c3cc(OC)ccc23)cc1
  -12, -3, -1.8, -0.1
> Cc1ccc2c(c1)CN(C1CCN(C)CC1)CC(c1ccsc1)O2 (configuration not stated)
  -8, -2, 0.3, 0.4
> C=CCn1c(O)c(/C=C2\C(C)=Nc3ccccc32)c(=O)[nH]c1=O
  4, 11, 0.2, 0.1
> Cc1cc(C(F)(F)F)nc(SCC(=O)NCc2cccc(C(F)(F)F)c2)n1
  2, 10, 0.4, 0.3
> CCOc1ccc(N=C2SC(C(=O)Nc3ccc(C(=O)O)cc3)CC(=O)N2C)cc1 (configuration not stated)
  5, -3, -0.3, -0.4
> COc1cc(C)c(C(C)C)cc1S(=O)(=O)N1CCN(Cc2ccccc2)CC1
  9, 5, -1.1, -0.2
> CC(=O)NCCC(=O)N1CCN(c2ccc(F)cc2)CC1
  -6, -11, -0.7, -0.1
> N#Cc1ccc(COn2nnc3ccccc32)cc1
  -17, -3, 1.4, 0.0
> COC(=O)c1ccc(/C=N/Nc2nc(NCc3ccccc3)nc(N(C)C)n2)cc1
  -11, 4, -0.3, -0.5
> COc1ccccc1C1C(C#N)=C(SCC(=O)Nc2ccco2)NC(C)=C1C(=O)Nc1ccccc1 (configuration not stated)
  -4, -1, 1.3, 0.0
> C[C@H]1NC(=O)[C@H]2CN(S(=O)(=O)c3ccc(Cl)cc3)CCN2C1=O
  -14, 5, 1.4, -0.3
> O=C1NC(=S)N/C1=C\c1ccccc1F
  -10, -5, 1.9, -0.2
> O=C(Cc1cscn1)N1CCOc2ccc(CN3CCN(c4ccccn4)CC3)cc2C1
  5, 18, -0.3, 0.1
> CCOC(=O)c1c(NC(=O)Cc2cccs2)sc(C(=O)Nc2ccccc2C)c1C
  -10, 15, 1.9, 1.1
> CC1=NN(c2cc(C(=O)O)cc(C(=O)O)c2)C(=O)/C1=C\c1ccc(N(C)C)cc1
  5, 4, -0.3, -0.1
> O=C(COc1cccc2ccccc12)N1CCN(c2ccccc2)CC1
  -9, -4, -1.0, 0.0
> CN(C)CCNC(=O)CCN1C(=O)c2ccccc2S1(=O)=O
  0, 6, -0.9, 0.1
> CCOC(=O)N1CCC(NC(=O)CC2C(=O)NCCN2CC2CCCCC2)CC1 (configuration not stated)
  8, -3, -0.5, 0.2
> Cc1cccc(OCC(=O)Nc2sc3c(c2C#N)CCC3)c1
  -27, -3, -0.7, -0.1
> O=C(O)C1C2CCC(O2)C1C(=O)NCc1ccncc1 (configuration not stated)
  3, 0, 0.8, -0.4

Profiles from above:
O=C(Cc1cscn1)N1CCOc2ccc(CN3CCN(c4ccccn4)CC3)cc2C1 as listed: TEAD-YAP block: 5; MITF primary: 18; GPR151 ag: -0.3; FBW7 act: 0.1
Cc1ccc(-c2nnn(CC(=O)Nc3nn(-c4ccccc4)nc3C(N)=O)n2)cc1 as listed: TEAD-YAP block: -7; MITF primary: 9; GPR151 ag: -0.1; FBW7 act: 0.2

Carrying on.
The line under a structure holds: TEAD-YAP block, MITF primary, GPR151 ag, FBW7 act
> O=C(CSc1nc2ccccc2o1)c1ccc(F)cc1
  -8, 2, -1.6, 0.3
> CCOc1ccc(Nc2c(-c3ccccc3)c(=O)c2=O)cc1
  60*, 20, -2.1, 0.1
> CCCCOC(=O)CSCC(=O)Nc1nnc(SCC)s1
  4, 13, -0.9, 0.0
> CCOC(=O)c1cc2occc2n1CC(=O)N1CCN(c2ccccc2F)CC1
  -3, -1, 0.4, -0.2
> CC(C(=O)O)c1cccc(Oc2ccccc2)c1 (configuration not stated)
  -7, 4&-7, 0.2&0.4, 0.0&-0.1
> COc1ccc(C(=O)OCC(=O)c2cc(C)n(-c3ccc4c(c3)OCO4)c2C)cc1
  2, 2, -0.7, 0.0
> Cc1cc(OCC(=O)NCCn2cnc(-c3ccc(F)cc3)cc2=O)cc(C)c1Cl
  -1, -6, 0.5, 0.0
> CCC(=O)Nc1ccc2nc(SCc3ccc(F)c4ccccc34)sc2c1
  -3, -17, -0.3, 0.1
> COC(=O)CCCCC1SCC(NC(=O)c2ccccc2)C1=O (configuration not stated)
  5, 11, -1.4, 0.3
> c1coc(CNC2C3CC4CC(C3)CC2C4)c1 (configuration not stated)
  -6, -2, 0.1, -0.1
> CCCn1cnc2cc(NCc3ccccn3)ccc21
  -35, 20, -0.7, -0.3
> CCNc1nc(NCCN(C(C)C)C(C)C)c2[nH]cnc2n1
  -4, 4, 0.6, 0.1
> CC(=O)c1c(C)oc2ccc(NS(=O)(=O)c3ccc(C(C)C)cc3)cc12
  14, 1, 0.6, -0.2
> Cc1ccc(C)c2[nH]c(=O)c(CN(CCO)C(=O)c3cccs3)cc12
  4, 6, 0.9, -0.2
> O=C(Nc1ccc2c(c1)CN(C(=O)CN1CCOC1=O)CC2)c1ccccc1Cl
  3, -8, 0.1, 0.1
> O=S(=O)(O)CCC[n+]1ccc(Oc2ccccc2)cc1
  7, 7, 0.1, 0.2
> O=C(NCCO)Nc1ccc2snnc2c1
  -4, 0, 0.3, -0.2
> CCOC(=O)C1CCN(C(=O)C(C)N(c2cc(C)cc(C)c2)S(C)(=O)=O)CC1 (configuration not stated)
  -7, -10, 0.2, -0.1
> COc1ccccc1/C=C1\C(=O)N(c2ccc(Cl)c(Cl)c2)N=C1C
  10, 5, -0.2, 0.1
> Cc1nn2c(C3CCCNC3)ccnc2c1-c1ccc(F)cc1 (configuration not stated)
  -7, 15, -0.8, 0.2
> COc1ccc(C2C3=C(Nc4ncnn42)c2ccccc2OC3c2ccc(Br)cc2)cc1 (configuration not stated)
  3, 4, 3.0, -0.1
> CC(C)[C@H](NS(=O)(=O)c1ccccc1)C(=O)OCC(=O)NC(=O)c1cccn1C
  -1, 5, 0.6, -0.1
> CCCCCC(=O)Nc1nnc(CSCc2ccccc2)s1
  13, 3, -0.9, -0.1
> O=S(=O)(c1cc(Br)ccc1Br)N1CCN(c2ccc(F)cc2)CC1
  -5, -6, 0.7, 0.0
> O=C(Nc1c(-c2ccccc2)nc2ccccn12)c1ccccc1
  3, 5, -0.3, 0.0
> CCS(=O)(=O)N1CCC(C(=O)NCCCN(CC(C)C)CC(C)C)CC1
  6, 8, -0.8, 0.8
> CCOc1ccc(CN2CCN(Cc3cc4ccccc4o3)CC2CCO)cc1 (configuration not stated)
  -3, -1, -0.3, 0.2
> COC(=O)C1=C(C)NC(C)=C(C(=O)OC)C1C(=O)OCC(=O)NC(C)C
  11, 1, 1.3, -0.1
> CC1=C(C(=O)OC2CCCC2)C(c2ccc(O)cc2)NC(=O)N1 (configuration not stated)
  12, -8, 0.7, 0.1
> COc1ccc(NC(=O)C2CC23CCN(C(=O)c2ccccc2OC)CC3)cc1Cl (configuration not stated)
  -2, -20, 2.6, -0.1
> c1ccc(-n2nnnc2Sc2ccncc2)cc1
  9, 5, 3.5, 0.0
> O=C(Cn1cnc([N+](=O)[O-])n1)Nc1ccc(F)cc1F
  0, 3, -0.5, -0.1
> COc1ccc(-c2ccc(=O)n(C[C@H](C)NC(=O)CCc3c(C)noc3C)n2)cc1
  2, -16, 2.6, -0.1
> CC1=CC(C)C2C(=O)N(Cc3cccnc3)C(=O)C2C1 (configuration not stated)
  6, 4, 1.4, 0.0
> COc1cccc(NC(=O)c2ccc(F)c(S(=O)(=O)N3CCN(c4ccccc4)CC3)c2)c1
  8, 4, 0.1, -0.2
> COC(=O)CN1C(c2ccccc2Cl)Nc2ccc(Br)cc2C1c1ccccc1 (configuration not stated)
  1, 13, -0.7, 0.0
> COc1ccc(Cl)cc1S(=O)(=O)N1CCN(CC(=O)Nc2cc(C(F)(F)F)ccc2Cl)CC1
  13, 4, 3.1, 0.2
> O=C(NC1CC2CCC(C1)N2C1CC1)c1ccc(Cl)cc1 (configuration not stated)
  -2, 11, 2.2, 0.0
> O=C(NC(=S)NCc1ccccc1)c1cccnc1
  -2, -5, 2.1, 0.1
> CC1CCC(NC(=O)CCC2=NS(=O)(=O)c3cc(Br)cnc3N2)CC1 (configuration not stated)
  -3, -1, 0.0, -0.1
> Cn1c(=O)oc2cc(S(=O)(=O)N3CCCC(C(=O)NCc4ccco4)C3)ccc21 (configuration not stated)
  11, 17, 0.7, 0.0
> CCCCOc1ccc(C2Oc3ccccc3C3CC(c4ccc(Cl)cc4)=NN32)cc1 (configuration not stated)
  -12, 11, 0.8, -0.1
> CCOc1ccc([C@@H]2C[C@H](O)C(=O)N2C)cc1
  -1, 1, 0.6, -0.1
> CCn1cc(C(=O)NCc2cccnc2)c(=O)c2cc(S(=O)(=O)N3CCCC3)ccc21
  -3, 12, -0.3, -0.1
> CCCCCCNS(=O)(=O)c1cccc2nsnc12
  10, 8, 2.8, 0.1
> CCOc1ccccc1N(Cc1nnc2n1CCCCC2)C(=O)Nc1ccccc1
  -5, -5, 0.8, 0.1
> COc1cc([N+](=O)[O-])ccc1-n1c(N)c(C#N)c2nc3ccccc3nc21
  -1, 27, 2.1, 0.1
> CCc1ccc(N(CC(=O)NC2CCCC2)C(=O)CCC(=O)Nc2nccs2)cc1
  -4, 5, -0.5, 0.0
> Cc1ccc2cc(CN3CCC(C)CC3)c(=O)n(Cc3ccccn3)c2c1
  1, -5, 1.9, -0.1
> COc1ccc(NCC(=O)N/N=C(\CCC(=O)O)c2cccs2)cc1
  -12, 7, -0.8, 0.2
> O=C(Nc1ccc([N+](=O)[O-])cc1)c1csc2c1CCCC2
  -69, 0, 2.1, -0.1
> Nc1nc(NCCOc2ccccc2)cc(Nc2ccc(-n3ccnc3)cc2)n1
  2, 6, 0.7, -0.1
> CCOC(=O)N1CCN(Cc2nc3c(c(=O)[nH]c(=O)n3C)n2CC(C)=O)CC1
  -8, -4, -0.3, -0.3
> C[C@H](NC(=O)N[C@H]1C[C@H]2C(=O)N3CCC[C@@H]3C(=O)N2C1)c1ccccc1
  8, 10, -1.2, 0.2
> c1cc(OC2CCNCC2)cc(-c2cccs2)c1
  3, -1, 0.2, -0.2
> COc1ccc(Cl)cc1S(=O)(=O)N1CCN(Cc2ccccc2F)CC1
  5, 28, -0.1, 0.1
> COc1ccc(-n2c(C)cn3c4c(=O)n(C(C)C(C)=O)c(=O)n(C)c4nc23)cc1 (configuration not stated)
  2, 5, -0.3, 0.1
> COc1ccc(NC(=O)CCN2CCCC(C)C2)cc1 (configuration not stated)
  5, 4, -0.6, 0.1
> C(=N\Nc1ncnc2nc[nH]c12)/c1ccc(OCc2ccccc2)cc1
  -15, -5, -4.3, -0.1
> CN(C)S(=O)(=O)c1ccc(C#N)c(/C=C/C(N)=O)c1
  -3, 6, -0.1, 0.2

(further entries)
The line under a structure holds: TEAD-YAP block, MITF primary, GPR151 ag, FBW7 act
> CCOC(=O)c1c(-c2ccco2)csc1NC(=O)CSc1nnc(N)s1
  6, 17, -0.8, 0.0
> CCOC(=O)C1CCN(C(=O)c2cc3n(n2)C(C(F)(F)F)CC(c2ccc(OC)c(OC)c2)N3)CC1 (configuration not stated)
  -1, 9, 0.9, 0.1
> O=C(N(Cc1ccc(Cl)cc1)c1cnccn1)C(F)(F)F
  7, 16, 0.8, 0.1
> Cc1cccc(NC(=O)CN2C(=O)C(C)SC(C)C2=O)c1C (configuration not stated)
  4, 2, 1.5, 0.0
> CCOc1ccc(NC(=O)CSc2nnc(C3CC3)n2CC)cc1
  -7, 5, 0.1, 0.0
> CCOc1ccc2nc(NC(=O)Cc3ccc(OC)c(OC)c3)sc2c1
  -1, 6, -1.5, 0.0

Source: PubChem
